Wnt act: activators of Wnt/beta-catenin signaling; Wnt/beta-catenin reporter cell assay, activator, plate reader; activation, % at 9.35 µM; hit rate 1.2% among 300,000; in the data active means activation above about 30%, passing the limit was not always enough; inconclusive means no clear call, values can overlap the other calls;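 further: 0% = neutral control wells and 100% = positive control wells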
PfHsp90 set2: growth inhibition of yeast expressing Plasmodium Hsp90; hit rate 0.32% among 310,000; S. cerevisiae expressing PfHsp90, BacTiter-Glo ATP, 48 h; yeast lacking PDR1 and PDR3 efflux regulators; inhibition, % at 9.4 µM;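 active means every replicate shows inhibition above about 80%, whatever the replicate mean, limit read from the data; inconclusive means mean inhibition reaches the set limit but some replicate falls short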;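 further: 0% = DMSO neutral controls and 100% = 20 µM radicicol positive controls; yeast relying on Plasmodium falciparum Hsp90 in place of its own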
PvdQ acylase: blocks Pseudomonas aeruginosa PvdQ acylase activity | AID 488965 | inhibition, % at 10 µM | purified PvdQ acylase, fluorescence plate reader | hit rate 0.063% among 340,000; in the data active means inhibition above about 30%, passing the limit was not always enough; inconclusive means no clear call, values can overlap the other calls;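 further: 0% = vehicle neutral wells and 100% = reference inhibitor wells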
Tat transport: inhibitors of E. coli Tat protein transport; E. coli MC4100 TorA-mCherry Tat export, fluorescence; inhibition, % at 10 µM; hit rate 0.036% among 340,000; AID 488895;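 active means mean replicate inhibition at least 50% and at least half of replicates individually reaching 50%; inconclusive means only one of the two criteria met; inactive means neither criterion met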;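 further: exported cargo escapes ClpAP degradation while cytoplasmic cargo is degraded and loses fluorescence; 0% = median of neutral control wells and 100% = median of NaSCN control wells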
CAL PDZ inh: inhibitors of human CAL PDZ peptide binding; Q9HD26; purified CAL PDZ, TMR-peptide fluorescence polarization, 1 h; inhibition, % at 20 µM; hit rate 0.02% among 330,000; AID 504414;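 active means highest replicate inhibition of at least 40%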;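 further: plate controls were DMSO neutral control wells for no effect and unlabeled competitor peptide control wells for full effect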
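Read-out basis: mP drop reported as inhibition | Assay system: Tagged CAL PDZ protein CerCALP, purified | Benchmarks: Unlabelled peptide for full inhibition, DMSO wells as neutral | Schedule: 1 h incubation at room temperature before polarization reading | Buffer or medium: Sodium phosphate/NaCl buffer pH 7.4 with TCEP, IgG, Thesit | Doses: Single point, 20 µM | Measured by: Fluorescence polarization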
AddAB inh: less growth of phage-infected E. coli with AddAB; E. coli expressing H. pylori AddAB, absorbance growth; inhibition, % at 11.9 µM; hit rate 0.29% among 330,000; in the data active means inhibition above about 12%;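 further: 0% = vehicle wells of infected cells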
Ecoli viability: bacterial growth inhibition, counter-screen for AddAB inhibitors | hit rate 0.27% among 330,000 | E. coli V3065 growth, OD600 absorbance, 18 h | AID 449728 | inhibition, % at 11.9 µM;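 active means inhibition above the campaign's mean inhibition across all tested compounds plus 3 SD, cut at about 9.9% in these data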;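 further: uninfected addAB+ strain grown without phage in ampicillin broth; 0% = DMSO wells and 100% = ciprofloxacin 0.95 µg/ml wells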
Rtt109 Vps75: C. albicans Rtt109 histone acetyltransferase inhibition; Q5AAJ8; purified Rtt109/Vps75, ThioGlo CoA-SH fluorescence, 4 h; inhibition, % at 34.9 µM; hit rate 0.16% among 330,000; AID 540336;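 active means inhibition of at least 50% in every replicate; inconclusive means best replicate reaches 50% inhibition but some replicates fall short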
DAGLB inh: blocks human DAGLB lipase activity; AID 504411; HEK293T DAGLB membrane lysate, EnzChek fluorogenic substrate; hit rate 0.059% among 340,000; inhibition, % at 5.17 µM; Q8NCG7; in the data active means inhibition above about 34%;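 further: 0% = enzyme with vehicle and 100% = wells lacking enzyme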
Target sequence (Q8NCG7 whole entry, looked up): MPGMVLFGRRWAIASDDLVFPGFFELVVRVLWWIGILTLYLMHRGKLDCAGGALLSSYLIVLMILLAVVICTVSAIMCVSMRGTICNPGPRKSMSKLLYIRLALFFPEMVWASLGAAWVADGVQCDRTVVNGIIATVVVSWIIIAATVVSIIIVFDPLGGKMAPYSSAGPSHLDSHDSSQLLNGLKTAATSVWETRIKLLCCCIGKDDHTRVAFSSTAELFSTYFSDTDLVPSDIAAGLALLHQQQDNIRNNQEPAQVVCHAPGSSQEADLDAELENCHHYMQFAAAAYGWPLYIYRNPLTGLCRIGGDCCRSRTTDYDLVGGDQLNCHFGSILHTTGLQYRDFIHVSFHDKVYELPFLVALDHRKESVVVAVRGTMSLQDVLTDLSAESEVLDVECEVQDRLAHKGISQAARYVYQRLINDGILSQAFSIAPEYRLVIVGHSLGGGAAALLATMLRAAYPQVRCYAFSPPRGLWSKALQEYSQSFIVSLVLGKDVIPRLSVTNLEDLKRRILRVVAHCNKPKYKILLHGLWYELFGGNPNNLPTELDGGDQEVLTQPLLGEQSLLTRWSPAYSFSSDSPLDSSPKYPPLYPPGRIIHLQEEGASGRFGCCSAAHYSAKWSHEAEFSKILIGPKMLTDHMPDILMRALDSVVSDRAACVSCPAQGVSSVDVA
phage Ecoli inh: E. coli growth loss with phage present; growth absorbance; inhibition, % at 11.9 µM; hit rate 0.26% among 360,000; AID 651602; in the data active means inhibition above about 11%
An asterisk follows results filed as active; ? = inconclusive; · = no result given. An excerpt. The share of hits here may be higher or lower than overall.

canonical_smiles,Rtt109 Vps75,AddAB inh,PfHsp90 set2,CAL PDZ inh,DAGLB inh,Wnt act,PvdQ acylase,Ecoli viability,phage Ecoli inh,Tat transport
O=C(CN1CCCCC1)c1cccc(Br)c1,-0.9,0.8,11.5,-2.7,-2.0,0.2,-1.7,0.4,2.8,-2.5
CN(C)c1ccc(C=C2C(=O)NC(=O)NC2=O)cc1[N+](=O)[O-],15.7,2.2,2.1,-1.4,5.7,-1.3,5.8,1.5,0.6,-7.1
O=C(Nc1ccccc1)N1CC2CC(C1)c1cccc(=O)n1C2 (stereo not given),·,0.9,-10.4,-1.3,-1.7,-7.3,-1.6,2.0,2.0,-1.9
CC(=O)OC1(c2ccccc2)CCN(C2CCCCC2)CC1C (stereo not given),-2.2,-1.4,-5.5,0.4,0.3,-3.2,-7.5,1.2,4.7,1.9
N#CCCn1cc(C(=O)Nc2ccc(F)cc2)c(-c2ccc([N+](=O)[O-])cc2)n1,-14.0,-1.9,-16.5,-3.5,0.1,3.9,-9.2,3.1,5.0,-1.4
C#CCOCOCC#CCN(CC)CC,-16.5,2.4,42.3,-0.9,-4.1,5.1,-6.5,0.3,1.9,-4.1
NC(=S)c1cn(C2OC(CO)C(O)C2O)c2ncnc(N)c12 (stereo not given),-0.5,-2.7,-19.6,-0.7,-1.4,-11.5,-7.7,-1.1,1.0,-0.4
O=c1[nH]c2ccccc2n1CCCN1CCC(n2c(=O)[nH]c3cc(Cl)ccc32)CC1,20.5,-0.9,17.9,-7.7,1.9,-1.0,-13.0,-1.8,2.6,9.2
COc1ccc(CN2CCN(C(=O)COc3ccc4ccccc4c3)CC2)c(OC)c1,25.6,1.4,5.7,-2.4,-3.3,-2.3,8.0,1.5,0.3,-4.3
O=C(/C=C/c1ccc2c(c1)OCO2)c1c(O)n(CCc2ccccc2)c(=O)[nH]c1=O,·,0.7,·,·,·,0.7,·,0.8,-0.8,·
CC1(C)C(C(=O)NCc2ccco2)C1(C)C,-0.1,3.2,5.1,0.0,2.0,·,-16.4,-1.1,1.0,-0.8
COc1cc(C(C)=O)ccc1OC(=O)N(C)c1ccccc1,13.4,1.9,-19.6,-0.4,-4.7,-3.9,10.5,-1.9,3.7,16.6
CCOC(=O)c1cc(C)n(CCc2cnc[nH]2)c1C,-3.4,1.6,7.7,0.3,-1.4,·,-2.3,0.4,3.7,-4.5
O=C1CCCN1CC#CCN1CCCC1,-9.4,-4.6,-14.6,0.4,1.4,-1.6,-13.2,-1.6,3.3,-3.8
O=C1NC(=S)NC(=O)C1C/C=C/c1ccccc1,·,0.2,-1.5,-2.0,3.5,-0.2,0.2,-0.6,1.2,-1.3
Cc1c(OC(=O)N(C)C)ccc2c1O/C(=C\c1ccco1)C2=O,3.9,·,-17.2,0.3,-6.0,0.2,-13.8,·,1.1,5.0
CCCCC(=O)N/N=C/c1c(O)n(CCc2ccccc2)c(=O)[nH]c1=O,·,2.7,·,·,·,-0.1,·,1.3,2.2,·
CCCCn1c(O)c(/C=C2/C=CC=N2)c(=O)[nH]c1=O,21.9,5.7,0.4,2.1,-1.9,-3.3,5.0,-2.9,3.8,-9.3
COc1cc2c3c(c1OC)Oc1ccc(cc1)C[C@H]1c4c(cc(OC)c(OC)c4Oc4ccc(cc4)C[C@@H]3N(C)CC2)CCN1C,-5.1,3.3,·,-2.6,3.2,-14.7,-13.2,0.1,1.0,54.2*
CCN(CC)C(=O)c1ccc2c(c1)C1C(Cl)C(Sc3ccccc3[N+](=O)[O-])CC1C(C(=O)O)N2 (stereo not given),·,-2.5,31.3,-2.5,22.0,·,2.3,-2.1,·,1.6
COC(=O)[C@@]1(Cc2ccc(F)cc2)[C@H]2c3cc(C(=O)N(C)C)[nH]c3C[C@H]2CN1C(=O)c1ccccc1,1.4,2.0,-10.2,-1.1,3.1,-1.7,-10.6,-1.0,4.2,1.5
CCCCn1c(N)c(C(=O)OCC2CCCO2)c2nc3ccccc3nc21 (stereo not given),-222.0,1.9,26.9,-1.5,2.1,-2.3,-30.8,1.2,·,-6.8
CCCCN1C(=O)/C(=C\c2ccco2)C(=O)N(CCc2ccccc2)C1=O,-7.0,-2.2,6.1,-1.6,29.3,·,-8.2,-2.6,3.1,-4.5
OC(c1ccc(F)cc1)(c1ccc(F)cc1)[C@@H]1CCCN1,2.8,-0.2,-2.0,0.6,-9.8,·,-2.0,0.1,2.7,-9.2
Cn1c(O)c(C(=O)c2ccccc2Cl)c(=O)n(C)c1=O,5.7,1.8,-5.5,1.5,-3.1,·,-14.6,1.3,-0.2,-3.5
CC[C@]12CC[C@H](O)CC1=CCC1C2CC[C@]2(C)C(=O)CCC12 (stereo not given in full),·,-1.4,·,·,·,-6.7,·,0.3,-0.1,·
C[C@]12CCC3C(CC[C@H]4C[C@@H](O)CC[C@]34C)C1C[C@@H](N)[C@@H]2O (stereo not given in full),3.8,-0.9,5.7,0.6,3.0,-2.6,-1.9,-0.8,0.9,-11.2
CCCCCCCSc1cc(OC)c(CCN(C)C)cc1OC,?,1.1,15.1,-0.9,4.4,·,9.2,-0.9,3.0,17.3
COC(=O)C1=C(c2ccc(F)cc2OCc2ccccc2)C[C@@H]2CC[C@H]1N2C(=O)NCc1ccc(C(F)(F)F)cc1,4.8,4.8,-6.0,-0.4,-16.4,-1.9,-2.5,2.2,4.4,-1.4
CCCCCn1c(=O)c(C(=O)Nc2nc3ccccc3[nH]2)c(O)c2ccccc21,?,-0.8,-5.9,1.1,-1.9,-2.3,-2.5,-0.9,2.5,-9.0

One compound at a time, from the list above. Values in the order: Rtt109 Vps75	AddAB inh	PfHsp90 set2	CAL PDZ inh	DAGLB inh	Wnt act	PvdQ acylase	Ecoli viability	phage Ecoli inh	Tat transport
Shown for COc1ccc(CN2CCN(C(=O)COc3ccc4ccccc4c3)CC2)c(OC)c1 → 25.6	1.4	5.7	-2.4	-3.3	-2.3	8.0	1.5	0.3	-4.3
Shown for COC(=O)[C@@]1(Cc2ccc(F)cc2)[C@H]2c3cc(C(=O)N(C)C)[nH]c3C[C@H]2CN1C(=O)c1ccccc1 → 1.4	2.0	-10.2	-1.1	3.1	-1.7	-10.6	-1.0	4.2	1.5

Remaining list, next part:
canonical_smiles,Rtt109 Vps75,AddAB inh,PfHsp90 set2,CAL PDZ inh,DAGLB inh,Wnt act,PvdQ acylase,Ecoli viability,phage Ecoli inh,Tat transport
Oc1ccc(/C=N/NP(=S)(c2ccccc2)c2ccccc2)c(O)c1O,3.9,4.5,16.7,-0.4,5.9,·,-5.0,3.2,10.3,14.2
CCOP(=S)(OCC)Oc1cc(C)oc(=O)c1,1.0,0.4,-15.1,-0.4,-1.6,-0.3,-21.2,-1.7,3.9,4.1
CCC1([N+](=O)[O-])COP(=O)(NCc2cccnc2)OC1 (stereo not given),4.3,·,0.4,0.8,-0.8,-3.2,-7.7,·,-0.1,0.0
C[C@]12CCC(=O)C=C1CC[C@@H]1[C@@H]2CC[C@]2(C)C(=O)CC[C@@H]12,4.6,-3.0,-1.4,0.2,2.3,-1.7,-17.6,-3.0,3.0,6.9
O=[N+]([O-])c1ccc(N2CCCNCC2)c2ncccc12,1.5,1.4,10.3,1.2,4.5,4.3,-7.0,-0.3,2.5,-2.6
CN(c1ccccc1)P(=O)(N1CC1)N1CC1,11.6,·,8.6,0.3,-1.0,-3.1,-3.5,·,3.2,3.0
CCOCCCNC(=O)CN1C2CCC1CC(O)(c1ccc(OC)cc1)C2 (stereo not given),-2.0,-1.2,45.6,-2.0,-1.0,-1.2,-4.4,-1.6,1.1,8.9
CC(C)CCn1c(=O)c(C(=O)NCc2ccc3c(c2)OCO3)c(O)c2ccccc21,-12.2,-2.2,31.0,-1.4,-3.2,-4.0,-8.8,-0.3,3.5,8.9
Nc1c(C(=O)NCc2ccco2)c2nc3ccccc3nc2n1CCN1CCOCC1,-470.6,-1.1,20.9,0.4,1.6,·,-7.8,-3.8,2.2,5.9
CCN(C(=O)COC(=O)c1cn(C)c2ccccc12)c1ccc(F)cc1,-7.1,0.8,·,-0.3,1.3,-1.9,-20.4,0.7,-3.5,3.5
CCOP(=O)(/C=C(\Cl)c1ccccc1)C(O)c1ccc(F)cc1 (stereo not given),3.9,-2.2,12.2,0.0,1.4,0.7,-6.1,-1.6,3.1,0.8
COc1cccc(C(=O)C2CN(C)CC2c2ccc(Cl)cc2)c1 (stereo not given),2.3,2.1,-2.8,-2.6,-1.1,-2.6,-12.4,1.0,2.9,-1.7
Cn1cc(C(=O)OCC(=O)Nc2ccccc2Cl)c2ccccc21,-3.2,·,-14.2,-1.1,-7.3,-2.7,-2.7,·,2.5,1.2
CC1CCN2c3nc4ccccn4c(=O)c3CC3(C(=O)N(C)C(=O)N(C)C3=O)C2C1 (stereo not given),7.6,-4.0,31.9,-0.8,0.7,-1.1,-10.3,-1.3,1.9,1.8
O=[N+]([O-])c1cc2c(cc1CNCCc1ccc3c(c1)OCO3)OCO2,·,2.9,-0.9,-2.7,-0.4,0.8,6.0,-0.2,2.7,-3.9
COC(=O)C1=C(c2ccc(Cl)c(C(F)(F)F)c2)C[C@@H]2CC[C@H]1N2C(=O)N1CCC(O)(c2ccc(Cl)cc2)CC1,-2.3,-0.2,-26.6,-0.8,-6.5,-13.6,-12.6,-1.3,2.9,-5.5
COc1ccc(C(=O)C2CCCN(Cc3cnc(C)s3)C2)c(OC)c1 (stereo not given),-3.4,4.5,-1.2,0.2,-0.5,-1.0,8.1,1.9,2.5,-3.3
CCN(CC)N=O,-0.7,-0.2,-16.5,-1.2,-0.4,-4.7,-16.9,-2.5,3.7,-7.7
CC[C@H](C)[C@@H](C(=O)N1CCCC1c1nccs1)N(C)C(=O)[C@H](CC(C)C)N(C)C(=O)[C@H](Cc1ccc(OC)cc1)N(C)C(=O)/C=C(\C)OC (stereo not given in full),-2.0,4.2,-14.5,0.0,-7.4,-2.9,-3.8,0.9,1.5,9.6
